# D1 potentiator – human D1 dopamine receptor positive modulation. P21728. HEK293 TREx D1 cells, calcium flux, dopamine EC20 potentiation. potentiation, % at 10 µM. 360,000 tested, 0.036% active; in the data active means potentiation above about 30%; further: 0% is about no effect
# Target sequence (P21728 whole entry, looked up): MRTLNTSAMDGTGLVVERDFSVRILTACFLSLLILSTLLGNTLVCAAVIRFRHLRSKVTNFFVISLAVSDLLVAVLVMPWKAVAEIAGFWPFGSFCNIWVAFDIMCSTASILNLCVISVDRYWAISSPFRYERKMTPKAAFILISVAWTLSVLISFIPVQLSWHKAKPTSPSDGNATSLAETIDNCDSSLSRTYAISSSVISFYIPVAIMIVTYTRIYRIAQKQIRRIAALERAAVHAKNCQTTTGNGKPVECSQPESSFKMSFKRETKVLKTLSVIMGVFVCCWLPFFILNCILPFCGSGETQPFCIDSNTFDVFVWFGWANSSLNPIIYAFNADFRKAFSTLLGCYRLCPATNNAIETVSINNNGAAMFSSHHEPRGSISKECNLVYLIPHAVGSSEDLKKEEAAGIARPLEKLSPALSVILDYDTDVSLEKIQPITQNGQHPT
# D2 antag – D2 dopamine receptor (human) antagonism. inhibition, % at 10 µM. P14416. HEK293 TREx D2 cells, calcium flux, dopamine EC80. 340,000 tested, 2% active; in the data active means inhibition above about 30%; further: 0% is about no effect
#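 Calcium flux kinetic readout in an inducible HEK293 TREx D2 line plated overnight at 30 C. After 180 s compound exposure, an EC80 dopamine challenge follows with another 180 s kinetic read to detect antagonism.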
# D2 potentiator – D2 dopamine receptor (human) potentiation; HEK293 T-REx D2, calcium flux, EC20 dopamine potentiation; 340,000 tested, 0.34% active; AID 485347; P14416; potentiation, % at 10 µM;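 active means potentiation over 3 SD above the plate norm, cut at about 30% in these data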; further: 0% is about no effect
#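 Using a no-wash calcium dye in inducible, force-coupled HEK293 Trex cells expressing D2, we tracked fluorescence each second for 180 s after compound, then for 180 s after EC20 dopamine to detect augmented signalling.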
# RXFP1 antag – blocks the human relaxin receptor RXFP1; HEK293-RXFP1, relaxin-stimulated cAMP HTRF, 30 min; hits give low values; activity change, negative = inhibition, % at 57.5 µM; 350,000 tested, 0.59% active; AID 1259400;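 active means activity change of -60% or lower, but not beyond a set lower limit; inconclusive means change between -60% and -40%, or beyond the set limit; inactive means change above -40%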; further: on the % scale 0 is the no-effect control and ±100 the full control effect
# D2 agonist – agonists of human D2 dopamine receptor; P14416; HEK293 T-REx D2 cells, calcium flux agonist mode; activation, % at 2 µM; 340,000 tested, 0.53% active;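 active means activation over 3 SD above normal in the single-dose calcium agonist read, cut at about 30% in these data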; further: 0% is about no effect
#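 Agonism scored from kinetic calcium signal (1 read/sec, 180 s) following compound pin transfer, after a 10 s baseline. Cells: HEK293 Trex line expressing inducible D2 receptor coupled to calcium, dye-loaded after overnight culture at 30 C.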
# TRHR PAM – TRH receptor (human) allosteric enhancement | P34981 | TRHR cells, fluo-8 calcium fluorescence, EC20 TRH enhancement | enhancement, % at 2 µM | 360,000 tested, 0.66% active | AID 493056; in the data active means enhancement above about 30%; further: 0% is about no effect
# Target sequence (P34981 whole entry, looked up): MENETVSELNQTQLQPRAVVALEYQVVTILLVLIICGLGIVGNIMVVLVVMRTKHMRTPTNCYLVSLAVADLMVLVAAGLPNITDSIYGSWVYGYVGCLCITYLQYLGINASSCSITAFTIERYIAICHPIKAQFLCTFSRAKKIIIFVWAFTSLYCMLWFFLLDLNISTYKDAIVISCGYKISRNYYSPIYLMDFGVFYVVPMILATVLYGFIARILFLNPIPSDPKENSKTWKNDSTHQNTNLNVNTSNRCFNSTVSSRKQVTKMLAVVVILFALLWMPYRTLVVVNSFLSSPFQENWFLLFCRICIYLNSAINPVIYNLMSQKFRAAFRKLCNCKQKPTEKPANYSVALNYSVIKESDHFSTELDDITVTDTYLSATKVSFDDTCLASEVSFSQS
#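 TRHR-expressing cells loaded with fluo-8 calcium dye were read kinetically (ex 480/em 530) during compound addition, then stimulated with an EC20 of TRH (10 nM final). Enhancement of the Gq-mediated intracellular calcium response was scored.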
# D1 ag – agonists of human D1 dopamine receptor | activation, % at 2 µM | HEK293 T-REx D1 cells, calcium flux, agonist mode | 360,000 tested, 1% active | P21728; in the data active means activation above about 30%; further: 0% is about no effect
#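 Tetracycline-induced HEK293 TREx D1 cells, force-coupled to calcium signalling, were dye-loaded with a no-wash calcium kit. Compound was pin-added after a 10 s baseline. Fluorescence was read kinetically at 1 cycle/s for 180 s, with calcium rises flagged as agonism.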
# RXFP1 agonist – RXFP1 (human) receptor agonism; HEK293T-RXFP1 cAMP TR-FRET, 30 min; response scale: percent of porcine relaxin response, buffer zero; Potency, µM (highest dose often 57.5 µM), for the others: at the highest dose activation, usual class: activators; 370,000 tested, 0.3% active; active means well fitted activation curve with a large enough effect; inconclusive means small, poorly fitted or top-dose-only effect; further: potency means the concentration at half of the fitted maximal effect; on the % scale 0 is the no-effect control and ±100 the full control effect; nearly all actives have a fitted effect of over 60% in size; many of its hits are not listed in these tables
#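 HEK293T cells stably expressing RXFP1 were pretreated with the PDE4 inhibitor Ro 20174, exposed to compounds for 30 min at 37C, lysed, and cAMP was read by TR-FRET. Data normalized to buffer (basal) and 29 nM porcine relaxin (100%).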
# D1 antag – human D1 dopamine receptor antagonism; P21728; HEK293 TREx D1 cells, calcium flux, dopamine EC80; hits give low values; activity change, negative = inhibition, % at 10 µM; 360,000 tested, 3.2% active; in the data active means activity change below about -30%; further: on the % scale 0 is the no-effect control and ±100 the full control effect
#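 Compound effects on dopamine-evoked calcium signalling were measured in tetracycline-induced HEK293 Trex D1 cells. Dopamine at EC80 followed a 180 s compound pre-read, and fluorescence was tracked kinetically for 180 s more.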
# Starred values were filed as active, the others as inactive; u = inconclusive; x = no result given; & = joins results of further samples. An excerpt. The share of hits here may be higher or lower than overall.
SMILES,D1 potentiator,D2 antag,D2 potentiator,RXFP1 antag,D2 agonist,TRHR PAM,D1 ag,RXFP1 agonist,D1 antag
CSc1cccc(N2C(=O)N(Cc3ccc([N+](=O)[O-])cc3)c3ccccc3S2(=O)=O)c1,-5,x,5,x,1.4,1,5,2.1%,-23
CCN1CCN(Cc2c(O)ccc3oc(C)c(C(=O)Nc4cccc(C(F)(F)F)c4)c23)CC1,0,x,5,-9,5.3,0,50*,-0.9%,-23
CC(C)(C)C(=O)Nc1ccc(S(=O)(=O)Nc2nccs2)cc1,10,-37,5,-6,-0.5,2,4,3.3%,-4
Cc1ccc([N+](=O)[O-])cc1NC(=O)c1ccccc1,-1,-8,-1,-10,1.7,-3,0,-2.9%,-8
COC(=O)Nc1nnc(COc2cccc(C)c2)s1,-7,6,1,-9,0.5,3,6,0.4%,-5
CCC(C(=O)NCc1ccco1)n1nc(C)c2c(C)n(-c3ccc(C)cc3)nc2c1=O (configuration not stated),-7&-1,-3,9&8,-12&-3,0.6&-0.4,-3&-1,-2&-1,2.6%&0.1%,-5&5
CCC(=O)O/N=C(\N)c1ccc(Oc2cc(C)c(Cl)c(C)c2)c([N+](=O)[O-])c1,-1,5,-3,-14,0.6,2,8,-4.0%,5
CCCSC1=N/C(=C\c2ccc([N+](=O)[O-])o2)C(=O)S1,-5,-14,2,-19,1.2,2,4,0.4%,x
COc1cc(C=O)ccc1OCc1ccc(Cl)nc1,0,12,-3,10,-0.2,-6,2,1.8%,-6
CC(C)C1Nc2ccc(C(=O)N3CCN(c4ccccn4)CC3)cc2NC1=O (configuration not stated),-7,-21,-11,-27,0.6,30,1,-2.9%,8
COc1ccccc1CN(C)C(=O)C1COc2ccccc2O1 (configuration not stated),0,10,18,14,1.1,0,2,-0.2%,-3
CC(=O)c1noc(C)c1C(=O)Nc1nccs1,-4,0,20,x,0.2,5,0,0.4%,4
COc1ccc(Cl)cc1NC(=O)CN1C(=O)CC(C)S(=O)(=O)c2ccccc21 (configuration not stated),x,9,12,-25,-0.6,-5,6,-1.0%,-5
O=C1C2C3C=CC(C3=C3CCCCC3)C2C(=O)N1c1ccccc1 (configuration not stated),0,8,1,-21,1.5,-5,-3,-0.4%,2
O=C(Nc1ccc(C(=O)N2CCCCC2)cc1)C1CCCCC1,-3,-4,-1,-7,0.2,0,1,2.6%,2

# Rewritten field by field: 3 of the compounds above.
CC(C)(C)C(=O)Nc1ccc(S(=O)(=O)Nc2nccs2)cc1
- D1 potentiator: 10
- D2 antag: -37
- D2 potentiator: 5
- RXFP1 antag: -6
- D2 agonist: -0.5
- TRHR PAM: 2
- D1 ag: 4
- RXFP1 agonist: 3.3%
- D1 antag: -4

Cc1ccc([N+](=O)[O-])cc1NC(=O)c1ccccc1
- D1 potentiator: -1
- D2 antag: -8
- D2 potentiator: -1
- RXFP1 antag: -10
- D2 agonist: 1.7
- TRHR PAM: -3
- D1 ag: 0
- RXFP1 agonist: -2.9%
- D1 antag: -8

COC(=O)Nc1nnc(COc2cccc(C)c2)s1
- D1 potentiator: -7
- D2 antag: 6
- D2 potentiator: 1
- RXFP1 antag: -9
- D2 agonist: 0.5
- TRHR PAM: 3
- D1 ag: 6
- RXFP1 agonist: 0.4%
- D1 antag: -5

# Following part:
SMILES,D1 potentiator,D2 antag,D2 potentiator,RXFP1 antag,D2 agonist,TRHR PAM,D1 ag,RXFP1 agonist,D1 antag
O=C(c1ccccc1)C1CCN(C(=O)C2CCC(=O)N(Cc3ccccc3F)C2)CC1 (configuration not stated),3,-1,3,-5,-1.0,-1,12,-1.4%,4
COc1cc(NC(=O)CC(C)S(=O)(=O)c2cc3c(cc2C)NC(=O)CO3)cc(OC)c1OC (configuration not stated),-10,4,-3,36,0.2,-1,0,-2.3%,4
OC1CCCN(CC(O)COC(c2ccccc2)c2ccccc2)C1 (configuration not stated),-2,-3,-6,-10,0.3,5,3,-0.5%,1
O=C(NCCCn1ccnc1)c1c(F)cccc1F,-8,13,6,5,0.7,3,0,-0.5%,11
C=CCn1c(-c2ccccc2OCC)n[nH]c1=S,3,x,19,-6,x,1,3,-1.3%,-17
CCOC(=O)c1sc(/N=C/Nc2nc(C)c(C(=O)OCC)s2)nc1C,-6,10,-1,-13,-0.2,17,7,1.2%,-5
Cc1c(C(=O)O)[nH]c2ccc([N+](=O)[O-])cc12,4,0,8,-12,2.0,2,7,2.8%,6
COc1ccc(CC(=O)NC2CCCCCC2)c(OC)c1,-1,3,7,10,-1.3,7,2,5.7%,-1
COc1ccc(CNC(=O)COC(=O)CNC(=O)c2sc3ccccc3c2Cl)cc1OC,-8,-23,7,5,-0.3,7,0,11%,-5
CCN(CC)S(=O)(=O)c1ccc2oc(C(=O)Nc3ccc(Br)cc3F)c(C)c2c1,-2,x,-6,-5,0.8,1,2,u,24
CCc1ccccc1Oc1coc2cc(O)ccc2c1=O,-4,0,5,4,0.3,-7,-1,2.2%,2
Cc1cccc(-c2nc(=S)c3c(n2Cc2ccco2)CCCC3)c1,1,6,-8,35,-0.3,1,6,13%,-6
CCC(=O)Nc1cccc(-c2nc3ncccc3o2)c1C,1,-18,-17,-9,-0.2,-3,4,6.1%,1
Cn1ncc(C#N)c1NC(=O)C1CC(c2c(F)cccc2Cl)=NO1 (configuration not stated),-19,-11,-1,3,1.0,-1,4,-0.6%,-4
CC(=O)c1cccc(NC(=O)Nc2ccc(C(=O)N3CCCC3)cc2)c1,-1,x,x,-12,x,-7,2,-0.1%,15
O=c1c2sc3ccccc3c2n(Cc2cccc(F)c2)c(=O)n1CCc1ccccc1,1,x,7,x,0.7,-6,3,3.2%,-9
COc1ccc(/C=N/N2CCN(C)CC2)c(OC)c1OC,-1,12,6,-16,0.1,2,2,0.7%,1
Cc1ccccc1-n1nc(C(=O)O)cc1-c1ccccc1,3,2,-2,-4,-0.9,-5,2,2.2%,7
Cc1nn(-c2ccccc2)c(Cl)c1C(=O)Nc1c(C)n(C)n(-c2ccccc2)c1=O,2,2,16,-12,0.7,0,2,0.3%,-5
COc1cccc(C2=NOC(C(=O)NC(C)C)C2)c1 (configuration not stated),1,5,9,-10,-0.4,-1,4,1.5%,-12
COc1ccc(Cl)cc1NC(=O)c1noc2c1CCCC2,-6,31*,18,23,1.1,-9,-1,0.5%,35
Cc1ccc(S(=O)(=O)CCC(=O)c2ccc(O)cc2O)cc1,-2,x,x,-1,x,-1,4,0.4%,-4
CC1(C)Cc2c(cnn2-c2cccc(F)c2)C(NC(=O)CN2CCCC2=O)C1 (configuration not stated),4,-1,8,14,0.2,5,5,4.6%,9
O=C(Nn1cnc2ccccc2c1=O)c1ccccc1[N+](=O)[O-],1,-2,5,3,0.1,1,5,2.8%,4
Cc1cccc(NC(=O)c2ccc(N3C(=O)C4CCCCC4C3=O)cc2)c1C (configuration not stated),0,x,x,-9,x,-2,9,4.5%,3
COc1ccc(-c2noc(N3CCC(C(=O)Nc4ccccc4F)CC3)n2)cc1,-10,17,-8,5,-0.6,-4,-1,3.3%,1
CCOc1ccc(CC(=O)Nc2c(C(=O)c3ccc(F)cc3)oc3ccc(Cl)cc23)cc1OCC,-2,x,2,x,0.4,-1,-1,2.5%,1
CCN1C(=O)[C@H]2[C@@H](c3ccc(C)cc3)N3C(=O)N(c4ccccc4)C(=O)[C@@]3(CC)[C@H]2C1=O,-1,x,x,x,x,17,2,0.7%,1
CC(=O)N1CCOc2ccc(S(=O)(=O)N3CCN(c4cc(C)ccc4C)CC3)cc21,-2,-22,1,-7,-0.3,-10,0,0.2%,0
COC(=O)c1ccsc1NC(=O)CSc1nnnn1Cc1ccccc1,-6,21,-4,5,0.3,-4,1,0.7%,-8
CN1C(=O)/C(=C/c2ccc3c(c2)OCO3)N=C1c1ccccc1,-2,-17,9,-6,0.8,10,0,4.5%,-21
CC1CN(C(=O)c2ccc(-c3ccccc3Cl)o2)CC(C)O1 (configuration not stated),-5,-7,-3,-13,-1.2,-8,3,2.0%,-3
O=C(Nc1ccc([N+](=O)[O-])cc1)Nc1ccon1,-6,5,3,11,2.4,-1,30,6.8%,-1
O=C(CCCc1nc(-c2ccc(Cl)cc2)no1)N1CCOCC1,-6,-4,2,0,1.9,-2,2,0.4%,-41*
COc1cc(NC(=O)CSc2ncc3c(n2)-c2ccc(Cl)cc2N(Cc2ccccc2)S3(=O)=O)cc(OC)c1,2,x,16,x,-0.1,1,2,u,5
CCN(CC(=O)Nc1cccc(OC)c1)C(=O)c1ccc(C)s1,-1,-3,4,-6,0.4,4,1,3.0%,5
Cc1ccc(CNC(=O)c2ccc3c(c2)N(Cc2ccccc2Cl)C(=O)CS3)cc1,1,x,x,x,0.8,5,2,2.7%,1

# A draw from above in order of SMILES length, lowest first.
SMILES,D1 potentiator,D2 antag,D2 potentiator,RXFP1 antag,D2 agonist,TRHR PAM,D1 ag,RXFP1 agonist,D1 antag
O=C(CCCc1nc(-c2ccc(Cl)cc2)no1)N1CCOCC1,-6,-4,2,0,1.9,-2,2,0.4%,-41*
CN1C(=O)/C(=C/c2ccc3c(c2)OCO3)N=C1c1ccccc1,-2,-17,9,-6,0.8,10,0,4.5%,-21
Cc1ccc(CNC(=O)c2ccc3c(c2)N(Cc2ccccc2Cl)C(=O)CS3)cc1,1,x,x,x,0.8,5,2,2.7%,1

# Molecules shown so far that contain a COOH group (2):
SMILES,D1 potentiator,D2 antag,D2 potentiator,RXFP1 antag,D2 agonist,TRHR PAM,D1 ag,RXFP1 agonist,D1 antag
Cc1c(C(=O)O)[nH]c2ccc([N+](=O)[O-])cc12,4,0,8,-12,2.0,2,7,2.8%,6
Cc1ccccc1-n1nc(C(=O)O)cc1-c1ccccc1,3,2,-2,-4,-0.9,-5,2,2.2%,7

# Given with two lines to a compound: entries from further up.
# Order of results: D1 potentiator | D2 antag | D2 potentiator | RXFP1 antag | D2 agonist | TRHR PAM | D1 ag | RXFP1 agonist | D1 antag
O=C(CCCc1nc(-c2ccc(Cl)cc2)no1)N1CCOCC1
 : -6 | -4 | 2 | 0 | 1.9 | -2 | 2 | 0.4% | -41*
COc1cc(NC(=O)CSc2ncc3c(n2)-c2ccc(Cl)cc2N(Cc2ccccc2)S3(=O)=O)cc(OC)c1
 : 2 | x | 16 | x | -0.1 | 1 | 2 | u | 5

# Bioassay records from PubChem.
